Bioassay records from PubChem.
TbMetRS inhib: blocks T. brucei methionyl-tRNA synthetase activity | inhibition, % at 11.9 µM | purified T. brucei MetRS, ATP depletion, Kinase-Glo luminescence | 360,000 tested, 0.4% active;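 active = inhibition above a per-plate cutoff of the control wells' mean inhibition plus 3 SD, cut at about 5.5% in these data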;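 note: 0% = DMSO wells median and 100% = median of wells with control inhibitor compound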
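Test system: purified T. brucei MetRS enzyme. Also added: ATP, methionine and E. coli bulk tRNA substrates. Compound: 11.9 µM single point. Schedule: 15 min enzyme-compound preincubation, 2 h reaction, 10 min detection, 25 °C. Signal: luciferase luminescence of residual ATP, Kinase-Glo. Evaluation: percent inhibition versus plate control medians. Controls: DMSO wells, low control.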
LMPTP block: blocks human LMPTP phosphatase. inhibition, % at 20 µM. AID 651560. recombinant LMPTP-A, OMFP fluorogenic substrate, fluorescence intensity. 360,000 tested, 0.22% active. P24666;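 active = compounds that cut the enzyme signal by at least half of the control window in the single-dose screen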;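 note: plate controls were DMSO wells with enzyme plus substrate for no effect and substrate without enzyme for full effect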
Target sequence (P24666 whole entry, looked up): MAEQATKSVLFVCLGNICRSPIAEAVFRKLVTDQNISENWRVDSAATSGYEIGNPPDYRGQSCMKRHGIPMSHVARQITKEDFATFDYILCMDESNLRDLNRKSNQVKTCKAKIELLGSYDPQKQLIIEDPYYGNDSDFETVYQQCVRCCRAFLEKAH
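Test system: LMPTP-A phosphatase enzyme; input: 0.625 nM LMPTP-A final; reagent: OMFP substrate, 400 µM final; compound dosing: 20 µM single dose, 3% DMSO; incubation: 50 min dark incubation at room temperature; measured by: endpoint fluorescence intensity from OMFP dephosphorylation; measure: % inhibition relative to no-enzyme and uninhibited control wells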
Scp-1 inhibitor: Scp-1 (human) phosphatase inhibition. Q9GZU7. Recombinant Scp1, phosphopeptide, malachite green phosphate absorbance. inhibition, % at 20 µM. 340,000 tested, 0.88% active. AID 493091;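 active = inhibition above about 50% at 20 µM, limit read from the data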;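 note: plate controls were DMSO wells with enzyme for no effect and wells lacking enzyme for full effect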
Target sequence (Q9GZU7 76-261 limits assumed): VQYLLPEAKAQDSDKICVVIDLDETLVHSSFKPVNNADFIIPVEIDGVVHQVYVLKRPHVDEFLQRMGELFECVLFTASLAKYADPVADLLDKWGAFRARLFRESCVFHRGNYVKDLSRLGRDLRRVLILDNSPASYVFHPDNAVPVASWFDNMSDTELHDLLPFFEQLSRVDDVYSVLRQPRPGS
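Test system: SCP-1 phosphatase catalytic domain, residues 76-261 | Compound dosing: One concentration, 20 µM, with 1.0% DMSO | Schedule: 45 min room-temperature reaction, 5 min colour, 30 min stabiliser | Detection: Absorbance at 630 nm | Read-out basis: % inhibition of SCP-1 phosphate liberation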
E coli Lon inh: inhibitors of E. coli Lon protease; 360,000 tested, 0.42% active; AID 602123; inhibition, % at 7.94 µM; P0A9M0; purified E. coli Lon protease, fluorescence polarization; in the data active = inhibition above about 13%, passing the limit was not always enough;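 note: 0% = enzyme with probe and DMSO and 100% = no enzyme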
STEP block: blocks human striatal-enriched tyrosine phosphatase | P54829 | recombinant STEP, OMFP fluorogenic substrate, fluorescence | inhibition, % at 20 µM | 360,000 tested, 0.25% active;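 active = inhibition at 20 µM, scaled per plate between control wells, above about 37%, limit read from the data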;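 note: 0% = DMSO with enzyme and substrate and 100% = substrate only without enzyme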
Target sequence (P54829 whole entry, looked up): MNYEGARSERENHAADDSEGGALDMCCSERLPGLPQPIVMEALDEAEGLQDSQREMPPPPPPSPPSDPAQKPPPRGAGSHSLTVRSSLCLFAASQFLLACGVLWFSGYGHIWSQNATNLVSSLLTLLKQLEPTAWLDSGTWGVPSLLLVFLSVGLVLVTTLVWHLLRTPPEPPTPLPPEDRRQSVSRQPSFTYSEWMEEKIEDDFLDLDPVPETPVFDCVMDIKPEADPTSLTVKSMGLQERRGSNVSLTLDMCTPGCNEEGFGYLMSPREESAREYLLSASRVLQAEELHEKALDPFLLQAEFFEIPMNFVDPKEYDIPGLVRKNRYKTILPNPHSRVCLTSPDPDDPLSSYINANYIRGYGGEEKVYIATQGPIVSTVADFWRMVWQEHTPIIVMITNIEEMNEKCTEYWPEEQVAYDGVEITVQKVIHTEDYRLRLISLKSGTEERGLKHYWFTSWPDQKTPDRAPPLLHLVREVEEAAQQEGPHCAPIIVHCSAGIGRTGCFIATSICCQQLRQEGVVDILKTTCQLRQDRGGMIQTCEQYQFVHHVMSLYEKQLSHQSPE
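medium = Bis-Tris buffer pH 6.0, 2.5 mM DTT, 0.005% Tween 20 | test system = STEP (striatal-enriched tyrosine phosphatase) enzyme, cell-free | measure = normalized % inhibition | compound dosing = 20 µM, 1% DMSO | also added = 25 µM OMFP | schedule = reaction 20 min, ambient temperature | measured by = fluorescence read at 480 nm ex / 540 nm em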
CendR NRP1 mod: modulators of CendR peptide binding to human neuropilin-1. FAM-RPARPAR peptide binding to NRP-1, fluorescence polarization. O14786. 360,000 tested, 0.85% active. inhibition, % at 25 µM;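 active = inhibition or corrected inhibition above about 18%, plus a signal ratio from 0.5 to 1.5, limit read from the data, passing the limit was not always enough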; note: strong numbers were not always called active
SUMO1-SIM PPI: alters human SUMO1 binding to SIM partners; P63165; SUMO1 binding to a labelled peptide, TR-FRET, 1 h; inhibition, % at 20 µM; 360,000 tested, 0.33% active; AID 602429; in the data active = inhibition above about 37%
Target sequence (P63165 whole entry, looked up): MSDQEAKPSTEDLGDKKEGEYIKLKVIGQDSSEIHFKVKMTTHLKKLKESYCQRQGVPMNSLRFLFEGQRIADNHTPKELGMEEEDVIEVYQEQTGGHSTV
MsrA inhibitor: inhibitors of bovine MsrA; purified bovine MsrA, absorbance read-out; inhibition, % at 15.5 µM; 360,000 tested, 0.75% active; AID 651718; in the data active = inhibition above about 4.5%;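 note: 0% = vehicle wells with enzyme and 100% = reference inhibitor wells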
bovine MsrA act: bovine methionine sulfoxide reductase A activation. activation, % at 10.6 µM. 360,000 tested, 0.3% active. AID 602163. purified bovine MsrA, absorbance read-out; in the data active = activation above about 7.5%;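 note: 0% = vehicle and 100% = reference activator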
DNMT1 inh: blocks human DNA methyltransferase DNMT1; P26358; DNMT1 molecular beacon, Hinp1I cleavage, fluorescence; inhibition (reported as % activation of signal), % at 10 µM; 360,000 tested, 0.83% active; in the data active = inhibition above about 50%
The depositor's hits bear a star; x = no result given.

Every second line gives: TbMetRS inhib	LMPTP block	Scp-1 inhibitor	E coli Lon inh	STEP block	CendR NRP1 mod	SUMO1-SIM PPI	MsrA inhibitor	bovine MsrA act	DNMT1 inh
- Cc1ccc(-c2cc(C(=O)OC3CCOC3=O)c3ccccc3n2)c(C)c1 (stereo not drawn)
  0.1	2.1	-19	2	1	-13	-5	0.3	-1	4
- CCC1CCCCN1C(=O)COC(=O)c1ccc(S(=O)(=O)N2CCOCC2)cc1 (stereo not drawn)
  -0.4	-1.3	0	-9	0	0	-3	0.2	4	2
- COC(=O)c1ccc(-c2nc3cc(Cl)c(N)cc3s2)cc1
  -1.3	-1.5	-4	-2	-2	-8	1	1.0	-3	56*
- Cc1ccc(S(=O)(=O)Nc2ccc(S(=O)(=O)N3CCCC3)cc2)cc1
  -1.4	-2.2	-2	11	-2	4	1	-0.2	-5	2
- CC(C)Oc1cccc(-c2cc(C(=O)N3CCN(c4ncccn4)CC3)c3ccccc3n2)c1
  -1.0	3.3	x	-1	0	3	2	1.0	-2	-10
- COc1cccc(N2CC(NC(=O)C(=O)c3c(C)[nH]c4ccccc34)CC2=O)c1 (stereo not drawn)
  -0.1	-0.2	-2	9	-2	-2	-7	0.4	-1	1
- Cc1ccc(C(C)NC(=O)C23CC4CC(CC(C4)C2)C3)cc1 (stereo not drawn)
  -1.1	-1.0	1	2	0	0	-1	-0.8	-12	6
- O=C1CC(c2ccccc2F)c2c(c3ccccc3[nH]c2=O)O1 (stereo not drawn)
  0.9	0.5	-9	3	0	2	-1	-0.6	-3	4
- Cc1ccc(OCCSc2nnc(-c3cccs3)n2C)cc1
  0.3	-0.6	-11	-5	-1	-29	5	0.1	-2	-1
- COc1ccc(OCC(=O)N/N=C/c2cccn2-c2cccc(C(=O)O)c2)cc1
  -0.4	0.7	32	-7	-1	-56	13	0.7	-2	53*
- COc1ccccc1-n1nnnc1SCC(=O)Nc1ccccc1
  -0.6	0.4	-5	-2	-2	-2	8	-0.8	-1	-2
- COc1ccc(CCn2c(Br)nc3c2c(=O)[nH]c(=O)n3C)cc1
  -1.2	-0.4	1	4	0	0	-2	1.6	-12	1
- Cc1ccc(CNC(=O)c2nnc(Cc3ccc(Cl)cc3)o2)cc1
  0.1	-1.2	-11	1	0	-1	33	0.5	-1	1
- Cc1cc(=O)oc2cc(OCC(=O)OCC(=O)N3CCc4ccccc43)ccc12
  0.0	0.7	-2	-7	-2	2	4	0.2	1	1
- O=C(O)C(Cc1ccccc1)N1Cc2ccccc2C1=O (stereo not drawn)
  -1.0	-2.1	-11	7	2	-7	0	-1.1	-7	1
- Cc1noc(C)c1C(=O)N1CCCC(C(=O)c2cccc(C(F)(F)F)c2)C1 (stereo not drawn)
  -0.2	-1.4	-3	-2	-1	-4	0	0.3	-3	-1
- COC(=O)C1CC(=O)c2sccc2C1 (stereo not drawn)
  -1.0	-0.5	-9	-8	-9	-3	-2	0.0	-3	4
- COc1ccc(NC(=O)CSc2nc3ccccc3cc2Cc2ccccc2)cc1
  -0.6	4.5	-1	0	2	0	-3	-0.8	-2	-4
- Cc1ccc(S(=O)(=O)N2CCN(C)CC2)cc1[N+](=O)[O-]
  -0.4	-1.2	-4	-2	-2	8	-5	x	-1	6
- CCn1ccnc1CN(C)Cc1cn(-c2ccccc2)nc1-c1ccc(OC)cc1F
  -0.4	-0.7	-5	-2	0	-1	1	1.2	-1	-3
- Cc1cc(/C=N/NC(N)=S)c(C)n1-c1ccc(Cl)c(Cl)c1
  0.0	1.6	-3	1	-2	1	4	1.0	-4	-6
- CC1(C)CC(=O)C2=C(C1)NC(Nc1nc3ccccc3o1)=NC2c1ccccn1 (stereo not drawn)
  -1.1	-0.5	-12	5	-4	7	3	4.4	-13	7
- CCOC(=O)N1CCN(Cc2nc(C3CC3)no2)CC1
  -1.2	-1.5	-3	-2	0	6	3	0.8	-9	-2
- CCC(C)NC(=O)CSc1nnc(-c2ccc(OC)c(OC)c2)c(-c2ccc(OC)c(OC)c2)n1 (stereo not drawn)
  -1.1	3.3	-1	-2	0	7	-25	-0.1	-9	2
- COc1cc(C2Nc3c(F)cccc3C3C=CCC32)cc(Br)c1OC (stereo not drawn)
  0.1	2.9	-9	-5	4	-1	-5	0.5	-7	1
- O=S(=O)(NCCSc1nnnn1-c1ccccc1)c1cccs1
  -1.2	-1.3	-12	-14	0	9	2	1.0	-4	1
- CC(OC(=O)C1CC(=O)N(Cc2ccco2)C1)C(=O)Nc1ccc(F)cc1Cl (stereo not drawn)
  0.0	-1.5	-2	4	-3	-1	-3	-0.5	-1	0
- COc1cccc(OC)c1C(=O)Nc1ccc2nc(C)c(C)nc2c1
  -0.3	-0.7	1	-5	0	5	-14	0.6	-4	0
- O=[N+]([O-])c1cccc(N/N=C/c2ccc(N3CCOCC3)cc2)c1
  -0.3	3.9	-1	4	-4	-8	-27	3.0	-3	-10
- Cc1ccc(-n2c(C)cc(C=C3C(=O)N(C)C(=O)N(C)C3=O)c2C)cc1
  1.1	-1.8	-5	4	-2	15	0	-0.1	-2	-1

Single entries from the list.
Cc1ccc(S(=O)(=O)N2CCN(C)CC2)cc1[N+](=O)[O-] in LMPTP block: -1.2
CCC(C)NC(=O)CSc1nnc(-c2ccc(OC)c(OC)c2)c(-c2ccc(OC)c(OC)c2)n1 (stereo not drawn) in CendR NRP1 mod: 7

(cont.)
Every second line gives: TbMetRS inhib	LMPTP block	Scp-1 inhibitor	E coli Lon inh	STEP block	CendR NRP1 mod	SUMO1-SIM PPI	MsrA inhibitor	bovine MsrA act	DNMT1 inh
- CCc1nnc(NC(=O)CSc2nnc(CNc3cccc(C)c3)n2-c2ccccc2)s1
  -0.1	0.7	-5	-5	1	4	-8	2.7	0	-5
- O=C(CCNC(=O)c1ccc(Cl)cc1)Nc1ccc(Cl)cc1F
  -0.3	-0.5	4	7	-1	-10	-3	-0.1	-12	-3
- COc1ccc(NC(=O)CSc2nc3nc(-c4cccs4)cc(C(F)(F)F)c3c(=O)[nH]2)c(OC)c1
  0.6	-1.6	-7	-9	13	-16	17	-0.4	-3	-4
- CC(C)c1nc2oc3c(NCC4CCCO4)ncnc3c2c2c1CCC2 (stereo not drawn)
  -0.1	0.5	-4	3	1	-3	-1	0.8	1	-3
- O=C(Nc1cccnc1)c1cc2c(ccc3ccccc32)o1
  -0.3	14	19	-7	-2	-12	-2	x	-5	5
- NNC(=O)Cc1cn(-c2ncc(C(F)(F)F)cc2Cl)c2ccccc12
  -0.5	1.7	-2	2	0	0	1	0.3	-1	0
- C[C@@H]1CN([C@@H](C)CO)C(=O)c2cc(NC(=O)C3CC3)ccc2O[C@@H]1CN(C)Cc1ccc(Cl)c(Cl)c1
  0.3	-0.2	18	-9	1	-2	5	-1.5	-1	-7
- COc1ccc(CN(C)C(=O)c2ccc(NC(=O)CC3SC(N4CCCC4)=NC3=O)cc2)c(OC)c1OC (stereo not drawn)
  0.0	-0.1	-1	0	-1	16	-1	0.6	1	3
- COc1cccc(CNC(=O)Cc2csc(Nc3nc(=S)[nH]c4ccccc34)n2)c1
  -0.9	0.7	-7	-6	3	-8	5	2.8	-5	21
- CC(C)(C)c1cccc(/C=N/O)c1O
  0.3	1.4	-6	5	-1	1	-3	1.0	-3	-2
- CC1CC(C)CN(CC(=O)Nc2ccc3c(c2)OCCO3)C1 (stereo not drawn)
  0.6	-0.6	3	-5	1	8	0	0.6	-2	3
- COc1ccc(CCNC(=O)c2nc(-c3cccs3)no2)cc1OC
  -0.6	-0.7	-3	5	1	2	1	-0.4	-2	1
- COc1ccc2c(c1)cc1n2CCN2CCCN=C12
  -0.4	0.5	-4	-7	4	2	-7	1.7	1	-3
- COc1ccc(-c2noc(COc3ccc4c(c3)OCO4)n2)cc1
  -0.5	0.6	-9	-8	2	3	-2	-0.3	0	-8
- O=C(CSCc1cnn(-c2ccccc2)c1-n1cccc1)N1CCN(Cc2ccccc2)CC1
  0.3	0.6	-6	-7	4	-3	2	0.6	0	-12
- COc1ccc(CN(C(=O)CNC(=O)c2ccco2)C(C(=O)NC2CCCC2)c2ccco2)cc1 (stereo not drawn)
  -0.2	-1.5	1	-1	-4	0	5	-2.0	-2	-1
- COc1ccccc1N(CC(=O)Nc1cccc(C(F)(F)F)c1)S(C)(=O)=O
  0.1	2.0	-7	5	7	6	2	1.2	-3	1
- Cc1cc([N+](=O)[O-])ccc1P(=O)(O)c1ccc([N+](=O)[O-])cc1C
  -0.2	-2.2	15	2	-3	-4	-11	0.8	-2	5
- COc1ccc(C2C(C(=O)c3sc(C)nc3C)=C(O)C(=O)N2CCN2CCOCC2)cc1 (stereo not drawn)
  -0.3	-2.5	8	1	-2	-8	-8	2.2	-4	-2
- Cc1cc(C)c(S(=O)(=O)N2CCCCC2CCNC(=O)C(=O)NCCN2CCOCC2)c(C)c1 (stereo not drawn)
  0.0	0.2	-3	4	0	-16	-5	-1.5	1	0
- C=CCSc1nc2c(sc3nc(C)cc(C)c32)c(=O)[nH]1
  -1.0	-1.4	1	7	3	0	24	1.6	-1	2
- Cc1cc2c(cn1)C(CCC#N)(CCC#N)c1ccccc1-2
  -0.6	-0.5	0	-2	-2	-7	2	-0.8	-2	3
- Cc1cc(NC(=O)c2ccc(C(C)(C)C)cc2)no1
  -0.2	-0.3	-5	-5	0	-2	2	-1.0	-3	-11
- COC(=O)c1ccc(C(=O)OC)c(NC(=O)COC(=O)c2ccccc2OC)c1
  0.2	3.0	-6	-6	-24	-1	20	-1.2	-2	-15
- Cc1ccc(-c2cc(C(=O)Nc3ccc(S(=O)(=O)Nc4onc(C)c4C)cc3)[nH]n2)c(O)c1
  0.6	4.4	1	4	1	-12	25	-0.2	-1	-8
- C#CCOc1ccc(C2C3=C(COC3=O)Nc3cc4c(cc32)OCO4)cc1OC (stereo not drawn)
  -0.6	-1.0	-4	3	2	-13	-27	1.6	-2	0
- Cc1ccc2c(CC(=O)OCn3nnc4ccccc4c3=O)coc2c1
  -0.7	1.1	0	5	1	8	-3	-0.8	0	-4
- COc1ccc(CC(CN)c2ccccc2)cc1 (stereo not drawn)
  -0.3	2.5	-5	5	-2	4	4	0.3	0	7
- CCCn1c(Oc2ccccc2)nc2c1c(=O)n(C)c(=O)n2C
  -1.2	-2.2	4	6	-3	-4	-4	3.3	-9	5

This is a random part of the collection; overall some 4.3% were active at least once.
